TMEM16A act: activators or potentiators of mouse TMEM16A chloride channel. Q8BHY3. HEK293 TMEM16A/YFP-H148Q/I152L, iodide quench fluorescence; active compounds read low. B-score at 10 µM. 0.3% of 340,000 active. AID 623877;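 active = fluorescence-ratio B-score plate-corrected deviation score at least 3 library SD below zero, with starting fluorescence score within 5 deviations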;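 also: channel opened by trigger with iodide after compound preincubation; score built on the fluorescence ratio of max minus min over baseline; more negative score means more quench and so TMEM16A activation or potentiation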
MrgX1 antag: antagonists of human MrgX1 receptor. Q96LB2. MRGX1-HEK293 calcium flux, Fluo-4, BAM8-22 antagonism; active compounds read low. 1.3% of 310,000 active. B-score at 10 µM;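 active = calcium-response B-score plate-corrected more than 3 library SD below zero, starting fluorescence within 5 deviations, no agonist response on first addition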;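 also: peak minus trough fluorescence over baseline after final BAM8-22 challenge near maximal dose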
TRPC4 agonist: activators of mouse TRPC4 channel | HEK293 TRPC4beta/mu-opioid, Fluo4 calcium fluorescence; active compounds read high | B-score at 10 µM | 0.49% of 310,000 active | AID 2237 | Q9QUQ5;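 active = B-score above 5 SD of library B-scores, and initial fluorescence ratio not above library mean plus 5 SD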;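 also: positive B-score marks a calcium rise read as TRPC4 activation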
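system = HEK293 cells stably co-expressing mouse TRPC4beta and mu-opioid receptor | schedule = Fluo4 dye loading 45 min at room temperature, 110 s recording | measure = B-scored integrated calcium fluorescence ratio | signal = Fluo4 calcium-sensitive dye fluorescence, kinetic, 1 Hz baseline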
TRPC4 block: inhibitors of mouse TRPC4 channel; Q9QUQ5; HEK293 TRPC4beta/mu-opioid, DAMGO-evoked Fluo4 calcium flux; active compounds read low; B-score at 10 µM; 0.39% of 300,000 active; AID 2247;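 active = B-score over 3 SD under the library average, no early fluorescence shift, positive overall ratio signal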
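Material: HEK293 cells with stable TRPC4beta plus mu-opioid receptor expression; probe or stimulus: DAMGO in two steps, submaximal then maximal; technique: Fluo4 calcium fluorescence by kinetic imaging, 5 s 1 Hz baseline; measure: integrated fluorescence ratio relative to baseline, converted to per-well B score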
TRPC6 inh: mouse TRPC6 channel inhibition; 1.1% of 310,000 active; B-score at 10 µM; HEK293-TRPC6, membrane potential dye, ACh-evoked depolarization; active compounds read low;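 active = B-score under library mean minus 3 SD, initial fluorescence not abnormally high, positive integrated signal ratio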;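 also: B-score derived from integrated fluorescence ratio over the kinetic read; more negative B-score means stronger inhibition of depolarization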
Target sequence (Q61143 whole entry, looked up): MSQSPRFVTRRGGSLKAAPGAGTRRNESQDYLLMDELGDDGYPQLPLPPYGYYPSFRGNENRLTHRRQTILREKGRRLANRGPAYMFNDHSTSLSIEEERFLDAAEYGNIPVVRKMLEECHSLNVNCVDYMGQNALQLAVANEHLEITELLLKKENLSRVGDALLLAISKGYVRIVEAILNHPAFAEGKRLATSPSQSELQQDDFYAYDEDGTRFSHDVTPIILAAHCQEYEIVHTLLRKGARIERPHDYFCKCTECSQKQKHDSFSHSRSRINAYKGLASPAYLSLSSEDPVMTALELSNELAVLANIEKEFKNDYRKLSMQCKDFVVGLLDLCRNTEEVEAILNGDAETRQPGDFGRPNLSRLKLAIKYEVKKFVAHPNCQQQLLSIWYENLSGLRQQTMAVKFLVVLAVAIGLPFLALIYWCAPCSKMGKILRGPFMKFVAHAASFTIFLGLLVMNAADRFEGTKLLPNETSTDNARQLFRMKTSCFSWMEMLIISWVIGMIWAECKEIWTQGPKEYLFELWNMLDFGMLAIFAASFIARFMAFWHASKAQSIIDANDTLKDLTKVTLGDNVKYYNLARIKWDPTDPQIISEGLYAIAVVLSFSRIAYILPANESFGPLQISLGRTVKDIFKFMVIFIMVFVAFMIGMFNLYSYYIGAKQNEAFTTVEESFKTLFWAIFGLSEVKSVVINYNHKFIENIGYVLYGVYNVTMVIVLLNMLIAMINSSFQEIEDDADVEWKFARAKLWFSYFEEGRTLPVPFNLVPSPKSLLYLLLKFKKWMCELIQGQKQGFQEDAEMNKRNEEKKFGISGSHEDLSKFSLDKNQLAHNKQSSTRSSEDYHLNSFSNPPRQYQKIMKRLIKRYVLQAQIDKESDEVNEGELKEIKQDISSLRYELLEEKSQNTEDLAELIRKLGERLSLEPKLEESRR
TRPC4 PAM: allosteric potentiators of mouse TRPC4 channel; Q9QUQ5; HEK293 TRPC4beta/mu-opioid, DAMGO EC20, Fluo-4 Ca2+ flux; active compounds read high; B-score at 10 µM; 0.42% of 310,000 active; AID 2227;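 active = B-score of calcium response area above 5 SD of library B-scores, with initial fluorescence ratio within 5 SD of library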;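 also: B-score of integrated fluorescence ratio over time as area under calcium response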
TMEM16A inh: blocks the mouse calcium-activated chloride channel TMEM16A. normalized B-score (activity score, 25-100; higher = stronger inhibition) at 10 µM. 1.2% of 310,000 active. HEK293 TMEM16A/YFP iodide influx fluorescence, ionomycin. AID 588511;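 active = ratio plate-corrected score three or more library SD toward inhibition, starting fluorescence score within five deviations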;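 also: score derived from kinetic fluorescence span divided by baseline fluorescence per well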
MrgX1 allo act: human MrgX1 positive allosteric modulation, primary screen; MrgX1-HEK293, Fluo-4 calcium flux, FDSS; active compounds read high; B-score at 10 µM; 0.63% of 310,000 active;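 active = plate-corrected calcium response at least 3 library SD above typical, normal starting fluorescence, not activating the receptor alone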;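 also: compound read alongside a low EC10 to EC30 dose of BAM8-22 agonist; peak minus trough fluorescence over baseline measured at the second addition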
MrgX1 ag: activates human MrgX1 receptor signaling; AID 588627; MrgX1-HEK293 cells, Fluo-4 calcium fluorescence, agonist mode; active compounds read high; Q96LB2; B-score at 10 µM; 0.44% of 310,000 active;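 active = calcium response B-score plate-corrected fluorescence ratio at least 3 library SD, with starting fluorescence B-score inside 5 SD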
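Material – MrgX1-expressing HEK293 cells · Input – 15,000 cells seeded per well · Dosing – compound as first of three additions · Times – overnight seeding, then 1 h dark dye loading · Measured by – kinetic Fluo-4 NW fluorescence of intracellular calcium · Read-out – B-scored fluorescence response ratio · Benchmarks – positive and negative control wells on each plate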
TRPC6 act: mouse TRPC6 channel activation; HEK293-TRPC6 membrane potential dye fluorescence; active compounds read high; AID 2550; 0.13% of 310,000 active; Q61143; B-score at 10 µM;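 active = B-score of the integrated fluorescence ratio above library mean plus 3 SD, and starting fluorescence ratio within library mean plus 5 SD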;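 also: higher score means more depolarization so channel activation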
SKKanGAS inh: blocks kanamycin growth of S. pyogenes SKKanGAS strain | 1.3% of 300,000 active | BacTiter-Glo, 6 h | inhibition, % at 7.5 µM;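 active = mean replicate score, as percent of positive control median, at least 50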;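 also: strain carries kanamycin resistance gene driven by streptokinase promoter and grows in 40 µg/ml kanamycin; loss of luminescence reflects streptokinase promoter inhibition or plain growth inhibition; 0% = median of DMSO wells and 100% = positive control at its reference dose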
* hit, by the source's call. This is a random part of the collection; 6.7% or so of the library scored in one or more.

COc1ccc2c(-c3ccccc3)cc(SCC(=O)N(C)C3CCS(=O)(=O)C3)nc2c1 (stereo unspecified) was read as TMEM16A act inactive, MrgX1 antag inactive, TRPC4 agonist inactive, TRPC4 block inactive, TRPC6 inh inactive, TRPC4 PAM inactive, TMEM16A inh inactive, MrgX1 allo act inactive, MrgX1 ag inactive, TRPC6 act inactive and SKKanGAS inh -10.
For Cc1cccc(NS(=O)(=O)c2cc3c4c(c2)CCN4C(=O)CC3)c1C the results were TMEM16A act inactive, MrgX1 antag inactive, TRPC4 agonist inactive, TRPC4 block inactive, TRPC6 inh inactive, TRPC4 PAM inactive, TMEM16A inh inactive, MrgX1 allo act inactive, MrgX1 ag inactive, TRPC6 act inactive and SKKanGAS inh 0.
Cc1cccc(NC(=O)NC2CC3CCC(C2)N3Cc2ccco2)c1 (stereo unspecified) was read as TMEM16A act inactive, MrgX1 antag inactive, TRPC4 agonist inactive, TRPC4 block inactive, TRPC6 inh inactive, TRPC4 PAM inactive, TMEM16A inh inactive, MrgX1 allo act inactive, MrgX1 ag inactive, TRPC6 act inactive and SKKanGAS inh 5.
COc1cccc(C(=O)Nc2cc(C(F)(F)F)ccc2Cl)c1 was read as TMEM16A act inactive, MrgX1 antag inactive, TRPC4 agonist inactive, TRPC4 block inactive, TRPC6 inh inactive, TRPC4 PAM inactive, TMEM16A inh inactive, MrgX1 allo act inactive, MrgX1 ag inactive, TRPC6 act inactive and SKKanGAS inh -7.
Cc1ccc(N2CCN(C(=S)Nc3ccc(Cl)cc3)CC2)cc1 was read as TMEM16A act inactive, MrgX1 antag inactive, TRPC4 agonist inactive, TRPC4 block inactive, TRPC6 inh inactive, TRPC4 PAM inactive, TMEM16A inh inactive, MrgX1 allo act inactive, MrgX1 ag inactive, TRPC6 act inactive and SKKanGAS inh -1.
`O=C1Nc2ccccc2/C1=C\c1cccn1-c1ccc(OC(F)(F)F)cc1` gave TMEM16A act inactive, MrgX1 antag inactive, TRPC4 agonist inactive, TRPC4 block inactive, TRPC6 inh inactive, TRPC4 PAM inactive, TMEM16A inh inactive, MrgX1 allo act inactive, MrgX1 ag inactive, TRPC6 act inactive and SKKanGAS inh -2.
`Cn1c(N)c(C(=O)COC(=O)c2cc(-c3ccccc3)nc3ccccc23)c(=O)n(Cc2ccccc2)c1=O` gave TMEM16A act inactive, MrgX1 antag inactive, TMEM16A inh inactive, MrgX1 allo act inactive and MrgX1 ag inactive.
Screening O=C(NCc1ccccn1)C1(C(F)(F)F)C/C(=C\CCO)CCCO1 (stereo unspecified) returned TMEM16A act inactive, MrgX1 antag inactive, TRPC4 agonist inactive, TRPC4 block inactive, TRPC6 inh inactive, TRPC4 PAM inactive, TMEM16A inh inactive, MrgX1 allo act inactive, MrgX1 ag inactive, TRPC6 act inactive and SKKanGAS inh 4.
Screening O=C(COC(=O)c1ccccc1C(=O)c1ccc(Cl)c([N+](=O)[O-])c1)NC1CC1 returned TMEM16A act inactive, MrgX1 antag inactive, TRPC4 agonist inactive, TRPC4 block inactive, TRPC6 inh inactive, TRPC4 PAM inactive, TMEM16A inh inactive, MrgX1 allo act inactive, MrgX1 ag inactive, TRPC6 act inactive and SKKanGAS inh 2.
For CSCCC(=O)N1C(C)CCCC1C(=O)O (stereo unspecified) the results were TMEM16A act inactive, MrgX1 antag inactive, TRPC4 agonist inactive, TRPC4 block inactive, TRPC6 inh inactive, TRPC4 PAM inactive, TMEM16A inh inactive, MrgX1 allo act inactive, MrgX1 ag inactive, TRPC6 act inactive and SKKanGAS inh -4.
COc1cc(C(=O)Nc2nc(-c3ccc(F)cc3)cs2)ccc1OCC(=O)N1CCOCC1 was read as TMEM16A act inactive, MrgX1 antag inactive, TRPC4 agonist inactive, TRPC4 block inactive, TRPC6 inh inactive, TRPC4 PAM inactive, TMEM16A inh 25*, MrgX1 allo act inactive, MrgX1 ag inactive, TRPC6 act inactive and SKKanGAS inh -7.
Screening Nc1ccn(Cc2ccccc2F)n1 returned TMEM16A act inactive, MrgX1 antag inactive, TRPC4 agonist inactive, TRPC4 block inactive, TRPC6 inh inactive, TRPC4 PAM inactive, TMEM16A inh inactive, MrgX1 allo act inactive, MrgX1 ag inactive, TRPC6 act inactive and SKKanGAS inh 1.
Screening COc1ccccc1C1Nc2cccc3cccc(c23)N1 returned TMEM16A act inactive, MrgX1 antag inactive, TRPC4 agonist inactive, TRPC4 block inactive, TRPC6 inh inactive, TRPC4 PAM inactive, TMEM16A inh inactive, MrgX1 allo act inactive, MrgX1 ag inactive, TRPC6 act inactive and SKKanGAS inh 2.
For COc1ccccc1CNc1nc2nc(C)c(Cl)c(=O)n2[nH]1 the results were TMEM16A act inactive, MrgX1 antag inactive, TRPC4 agonist inactive, TRPC4 block inactive, TRPC6 inh inactive, TRPC4 PAM inactive, TMEM16A inh inactive, MrgX1 allo act inactive, MrgX1 ag inactive, TRPC6 act inactive and SKKanGAS inh -8.
Screening CCOC(=O)c1c(C)[nH]c(C)c1C(=O)COC(=O)c1ccc(O)cc1 returned TMEM16A act inactive, MrgX1 antag inactive, TRPC4 agonist inactive, TRPC4 block inactive, TRPC6 inh inactive, TRPC4 PAM inactive, TMEM16A inh inactive, MrgX1 allo act inactive, MrgX1 ag inactive, TRPC6 act inactive and SKKanGAS inh 5.
CC(C)CNS(=O)(=O)c1ccc(CCC(=O)NCCc2ccccc2)cc1 was read as TMEM16A act inactive, MrgX1 antag inactive, TRPC4 agonist inactive, TRPC4 block inactive, TRPC6 inh inactive, TRPC4 PAM inactive, TMEM16A inh inactive, MrgX1 allo act inactive, MrgX1 ag inactive, TRPC6 act inactive and SKKanGAS inh -6.
For CCN1CCc2nc(NC(=O)c3ccc4c(c3)OCCO4)sc2C1 the results were TMEM16A act inactive, MrgX1 antag inactive, TRPC4 agonist inactive, TRPC4 block inactive, TRPC6 inh inactive, TRPC4 PAM inactive, TMEM16A inh inactive, MrgX1 allo act inactive, MrgX1 ag inactive, TRPC6 act inactive and SKKanGAS inh 3.
Screening CCCCCCCNC1=CC(=O)CC(c2ccco2)C1 (stereo unspecified) returned TMEM16A act inactive, MrgX1 antag inactive, TRPC4 agonist inactive, TRPC4 block inactive, TRPC6 inh inactive, TRPC4 PAM inactive, TMEM16A inh inactive, MrgX1 allo act inactive, MrgX1 ag inactive, TRPC6 act inactive and SKKanGAS inh -7.
`O=C(Nc1nccs1)C1CCCCN1S(=O)(=O)c1ccccc1` (stereo unspecified) gave TMEM16A act inactive, MrgX1 antag inactive, TRPC4 agonist inactive, TRPC4 block inactive, TRPC6 inh inactive, TRPC4 PAM inactive, TMEM16A inh inactive, MrgX1 allo act inactive, MrgX1 ag inactive, TRPC6 act inactive and SKKanGAS inh 2.
Cc1cc(C)c2c(=O)n(CC(=O)NCCCN3CCN(c4ccccc4F)CC3)sc2n1 was read as MrgX1 antag inactive, TRPC4 agonist inactive, TRPC4 block -5*, TRPC6 inh inactive, TRPC4 PAM inactive, TMEM16A inh 100*, MrgX1 allo act inactive, MrgX1 ag inactive, TRPC6 act inactive and SKKanGAS inh -3.
Cc1ccc(C(=O)N2CCN(Cc3ccc4c(c3)OCO4)CC2)cc1S(=O)(=O)N1CCOCC1 was read as TMEM16A act inactive, MrgX1 antag inactive, TRPC4 agonist inactive, TRPC4 block inactive, TRPC6 inh inactive, TRPC4 PAM inactive, TMEM16A inh inactive, MrgX1 allo act inactive, MrgX1 ag inactive, TRPC6 act inactive and SKKanGAS inh 0.
For CC1CCCC(N2CCN(S(=O)(=O)c3ccccc3)CC2)C1 (stereo unspecified) the results were TMEM16A act inactive, MrgX1 antag inactive, TRPC4 agonist inactive, TRPC4 block inactive, TRPC6 inh inactive, TRPC4 PAM inactive, TMEM16A inh inactive, MrgX1 allo act inactive, MrgX1 ag inactive, TRPC6 act inactive and SKKanGAS inh -5.
For CC(C)(C)CC(=O)NC(=S)Nc1ccccc1[N+](=O)[O-] the results were TMEM16A act inactive, MrgX1 antag -5.7*, TRPC4 agonist inactive, TRPC4 block inactive, TRPC6 inh inactive, TRPC4 PAM inactive, TMEM16A inh inactive, MrgX1 allo act inactive, MrgX1 ag inactive, TRPC6 act inactive and SKKanGAS inh 6.
For Cc1cccc(CSc2cn(CC(=O)N3CCOCC3)c3ccccc23)c1 the results were TMEM16A act inactive, MrgX1 antag inactive, TRPC4 agonist inactive, TRPC4 block inactive, TRPC6 inh inactive, TRPC4 PAM inactive, TMEM16A inh inactive, MrgX1 allo act inactive, MrgX1 ag inactive, TRPC6 act inactive and SKKanGAS inh -2.
For CC1CCCN(C(C(=O)Nc2ccc3c(c2)OCCO3)c2ccccc2)C1 (stereo unspecified) the results were TMEM16A act inactive, MrgX1 antag inactive, TRPC4 agonist inactive, TRPC4 block inactive, TRPC6 inh inactive, TRPC4 PAM inactive, TMEM16A inh inactive, MrgX1 allo act inactive, MrgX1 ag inactive, TRPC6 act inactive and SKKanGAS inh 0.
Screening CCCC1=Nc2cc(C(=O)NCCCOCC)ccc2Sc2ccccc21 returned TMEM16A act inactive, MrgX1 antag inactive, TRPC4 agonist inactive, TRPC4 block inactive, TRPC6 inh inactive, TRPC4 PAM inactive, TMEM16A inh inactive, MrgX1 allo act inactive, MrgX1 ag inactive, TRPC6 act inactive and SKKanGAS inh -6.
`CCOC(=O)c1ccc(NC(=O)C2C3C=CC(C3)C2C(=O)O)cc1` (stereo unspecified) gave TMEM16A act inactive, MrgX1 antag inactive, TRPC4 agonist inactive, TRPC4 block inactive, TRPC6 inh inactive, TRPC4 PAM inactive, TMEM16A inh inactive, MrgX1 allo act inactive, MrgX1 ag inactive, TRPC6 act inactive and SKKanGAS inh -1.

Screens (PubChem BioAssay)
